OX1R antag-1 = OX1R (human) antagonism; OX1R-expressing cells, FRET antagonist read-out; inhibition, % at 6.6 µM; 1.8% of 330,000 active; AID 485270; in the data active = inhibition mostly above about 38%, no sharp cut-off; inactive = mostly below about 40%;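 also: 0% = agonist challenge alone and 100% = reference antagonist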
Target sequence (O43613 whole entry, looked up): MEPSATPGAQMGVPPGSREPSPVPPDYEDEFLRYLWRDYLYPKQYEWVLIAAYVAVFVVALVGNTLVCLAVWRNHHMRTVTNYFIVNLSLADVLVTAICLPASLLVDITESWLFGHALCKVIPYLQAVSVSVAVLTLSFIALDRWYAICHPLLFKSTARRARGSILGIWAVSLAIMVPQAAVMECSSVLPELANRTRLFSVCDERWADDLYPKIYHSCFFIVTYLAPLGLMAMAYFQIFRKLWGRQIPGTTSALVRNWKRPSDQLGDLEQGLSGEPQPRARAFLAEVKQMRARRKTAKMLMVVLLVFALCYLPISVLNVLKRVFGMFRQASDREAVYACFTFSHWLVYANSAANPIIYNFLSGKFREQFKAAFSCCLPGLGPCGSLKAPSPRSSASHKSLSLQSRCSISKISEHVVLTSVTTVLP
OX1R antag-2 = antagonists of human orexin 1 receptor. CHO/OX1R cells, Fluo-8 calcium fluorescence, orexin A. inhibition, % at 5 µM. 0.43% of 330,000 active. AID 434989;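 active = inhibition above its plate's threshold, mean inhibition of all tested compounds on the plate plus 3 SD, cut at about 37% in these data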;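 also: 0% = orexin A challenge wells and 100% = SB-334867-A antagonist wells; not every result past the cut was called active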
* marks the source's active call; other numbers are inactive results.

For CCn1c(SCC(=O)Nc2sc3c(c2C#N)CCC(C(C)(C)C)C3)nnc1-c1ccco1 (centres undefined) the results were OX1R antag-1 5.3 and OX1R antag-2 -10.5.
Screening CN(Cc1nccn1C)C(=O)c1cc(COc2cccc(C(F)(F)F)c2)on1 returned OX1R antag-1 12.7 and OX1R antag-2 -8.5.
Screening Cc1cccc(/C=C2/S/C(=N/N=C3\CC4CCC3(C)C4(C)C)NC2=O)c1 (centres undefined) returned OX1R antag-1 25.9 and OX1R antag-2 4.2.
For O=C(NCc1nnc(SCC(=O)N2CCCc3ccccc32)n1-c1ccccc1)c1cccc2ccccc12 the results were OX1R antag-1 13.5 and OX1R antag-2 -12.1.
For Cc1cc(NC(=O)CSCc2nc(-c3cccc(Cl)c3)oc2C)no1 the results were OX1R antag-1 14.4 and OX1R antag-2 -16.6.
For c1ccc(-c2nnc(-c3ccncc3)nc2-c2ccccc2)cc1 the results were OX1R antag-1 29.3 and OX1R antag-2 -28.4.
For CCCS(=O)(=O)N1CCC(C(=O)NCCc2ccc(OC)c(OC)c2)CC1 the results were OX1R antag-1 8.8 and OX1R antag-2 -6.3.
`CC1CCN(S(=O)(=O)N2CCN(C(=O)c3ccc4c(c3)OCO4)CC2)CC1` gave OX1R antag-1 3.4 and OX1R antag-2 -11.2.
Screening COc1ccc(NC(=O)CSc2nc3ccccc3c3nc4ccccc4n23)cc1 returned OX1R antag-1 13.7 and OX1R antag-2 -13.7.
For CC(C)(C)n1ncc2c(=O)n(Cc3cccc(Cl)c3)cnc21 the results were OX1R antag-1 8.9 and OX1R antag-2 -3.5.
For CC12CC3CC(C1)CC(C(=O)NNC(=O)c1ccncc1)(C3)C2 the results were OX1R antag-1 6.8 and OX1R antag-2 7.7.
`Cc1ccc(NC(=O)Cn2cnc3c(oc4nc5c(cc43)COC(C)(C)C5)c2=O)cc1` gave OX1R antag-1 7.4 and OX1R antag-2 -3.7.
Screening O=C(C1=C(O)C(=O)N(CC2CCCO2)C1c1ccc(Cl)cc1Cl)c1ccco1 (centres undefined) returned OX1R antag-1 14.3 and OX1R antag-2 -16.0.
For CCC(Sc1nc(C)cc(C)n1)C(=O)Nc1ccc(Cl)cn1 (centres undefined) the results were OX1R antag-1 0.2 and OX1R antag-2 -25.4.
CCCCn1c(N)c(N(CCOC)C(=O)CSc2ccccc2C)c(=O)[nH]c1=O was read as OX1R antag-1 4.1 and OX1R antag-2 -17.7.
Cn1ncc(C#N)c1/N=C/N(Cc1ccccc1)Cc1ccccc1 was read as OX1R antag-1 22.5 and OX1R antag-2 -9.6.
`O=C(Nc1ccccn1)c1ccc2c(c1)S(=O)(=O)c1ccccc1C2=O` gave OX1R antag-1 56.6 and OX1R antag-2 -21.3.
CCOC(=O)C1=C(N)OC2=C(C(=O)CCC2)C1c1ccco1 (centres undefined) was read as OX1R antag-1 9.9 and OX1R antag-2 -8.6.
CC1=NN(C(N)=S)C(=O)C1N=Nc1ccc(C)cc1C (centres undefined) was read as OX1R antag-1 33.2 and OX1R antag-2 -42.9.
`O=c1c(-c2ccccc2)c(O)c2cccc3c2n1CCC3` gave OX1R antag-1 17.0 and OX1R antag-2 -21.2.
`O=S(=O)(c1ccccc1)N1CCN(CCc2ccccc2)CC1` gave OX1R antag-1 4.2 and OX1R antag-2 -11.0.
`COc1cc(S(=O)(=O)N2CCOCC2)cc(C(=O)OCC(=O)NCc2ccco2)c1OC` gave OX1R antag-1 0.4 and OX1R antag-2 -17.4.
`CCN1CCN(CCNC(=O)c2ccc(/C=C3\Sc4ccccc4N(Cc4ccccc4F)C3=O)cc2)CC1` gave OX1R antag-1 13.9 and OX1R antag-2 -24.1.
For O=C(c1noc2c1CCCC2)N1CCCCC1 the results were OX1R antag-1 2.8 and OX1R antag-2 -5.8.
`CCn1c(COc2cccc3ccccc23)nnc1SCC(N)=O` gave OX1R antag-1 26.6 and OX1R antag-2 -19.1.
`COc1ccc(N2CCN(C(=O)c3ccccc3NC(=O)c3ccccc3)CC2)cc1` gave OX1R antag-1 20.4 and OX1R antag-2 -20.4.
NC(=O)C1CCN(C(=O)COc2ccc3c(c2)oc(=O)c2ccccc23)CC1 was read as OX1R antag-1 2.0 and OX1R antag-2 -6.3.
`Cc1csc(NC(=O)c2oc3ccccc3c2C)n1` gave OX1R antag-1 31.6 and OX1R antag-2 -14.4.
`Cc1cccn2c(=O)c(C=Nc3ccc(Cl)cc3)c(NCCO)nc12` gave OX1R antag-1 15.5 and OX1R antag-2 3.4.
Screening C=C1C(C(=O)N2CCN(C)CC2)C1C(=O)N1CCN(C)CC1 (centres undefined) returned OX1R antag-1 2.9 and OX1R antag-2 2.7.
For O=C(N/N=C/c1ccco1)c1cc(-c2ccc(Cl)s2)[nH]n1 the results were OX1R antag-1 56.5 and OX1R antag-2 -1.7.
Cc1ccccc1OCC(O)CN1CCN(C)CC1 (centres undefined) was read as OX1R antag-1 -13.8 and OX1R antag-2 11.9.
`CC(C)C[C@@H](CO)N1CCN(C)CCC1=O` gave OX1R antag-1 3.1 and OX1R antag-2 -2.4.
COc1ccc(NS(=O)(=O)c2cccc3ccccc23)cc1 was read as OX1R antag-1 16.3 and OX1R antag-2 -34.0.
`CCCN(CCC)CCCNC(=O)c1cn(-c2ccc(OC)cc2)c(=O)c2ccccc12` gave OX1R antag-1 -0.9 and OX1R antag-2 -16.7.
CCN1C(=O)CS/C1=N\S(=O)(=O)c1ccccc1 was read as OX1R antag-1 16.4 and OX1R antag-2 -23.4.
For CCC(=O)N1c2ccc(S(=O)(=O)CCC(=O)NCCC3=CCCCC3)cc2CC1C (centres undefined) the results were OX1R antag-1 32.0 and OX1R antag-2 5.7.
CCC1(C(=O)c2ccccc2)C(c2ccc([N+](=O)[O-])cc2)C1(C(=O)OC)C(=O)OC (centres undefined) was read as OX1R antag-1 12.5 and OX1R antag-2 -12.8.
Screening COc1ccc(-n2ccn(CC(=O)Nc3ccc(OC)cc3OC)c(=O)c2=O)cc1 returned OX1R antag-1 16.9 and OX1R antag-2 -15.2.
`CSc1ccccc1NC(=O)CN(C)C(=O)COc1cccc2cccnc12` gave OX1R antag-1 32.1* and OX1R antag-2 -4.2.
`O=C(CSc1nc(O)c(C2CCCCC2)c(=O)[nH]1)Nc1ccc(Cl)cc1` gave OX1R antag-1 -14.8 and OX1R antag-2 -15.1.
O=c1[nH]snc1N1CCOCC1 was read as OX1R antag-1 12.2 and OX1R antag-2 -12.4.
Nc1cccnc1Sc1ccccc1 was read as OX1R antag-1 15.4 and OX1R antag-2 -5.8.
Screening N#Cc1sc2nc(C3CC3)cc(-c3ccc(Cl)cc3)c2c1N returned OX1R antag-1 22.9 and OX1R antag-2 -27.8.
CCC1(C)Cc2c(sc3nc(SC)nc(NCCN(C)C)c23)CO1 (centres undefined) was read as OX1R antag-1 7.6 and OX1R antag-2 3.9.
Screening CN(CC(=O)Nc1ccc2c(c1)OCO2)S(=O)(=O)c1ccc2c(c1)CCC(=O)N2 returned OX1R antag-1 12.5 and OX1R antag-2 -11.9.
For Cc1ccccc1-n1nc2c(c1NC(=O)c1cc3ccccc3oc1=O)CS(=O)C2 (centres undefined) the results were OX1R antag-1 45.7* and OX1R antag-2 -14.2.
Cc1ccccc1OCCSc1nc(N(C)C)nc(N(C)C)n1 was read as OX1R antag-1 0.5 and OX1R antag-2 -24.2.
CCCCCCCN1CCC(=O)N([C@H](CO)Cc2ccccc2)CC1 was read as OX1R antag-1 23.9 and OX1R antag-2 -8.8.
Screening COc1ccc(NC(=O)CCC(=O)Nc2nnc(C(C)C)s2)cc1Cl returned OX1R antag-1 15.5 and OX1R antag-2 -20.5.
C=CC[C@@H](CC(=O)N[C@H](CO)Cc1ccccc1)C(=O)NCCOC(=O)[C@@H](CC=C)CC(=O)OC(C)(C)C was read as OX1R antag-1 13.2 and OX1R antag-2 -1.4.
COc1ccccc1NC(=O)C1CCN(C(=O)c2ccc(C(C)(C)C)cc2)CC1 was read as OX1R antag-1 0.8 and OX1R antag-2 1.6.
`CC(=O)Nc1cccc(C(=O)Nc2nc(C)cs2)c1` gave OX1R antag-1 2.1 and OX1R antag-2 -2.2.
For CCC(=O)N(C)CCc1cc2c(c(OC)c1/C=N/NC(=O)c1ccc(Br)cc1)OCO2 the results were OX1R antag-1 24.4 and OX1R antag-2 -36.7.
`COc1ccc2cc3cc(C(=O)NCCN4CCc5ccccc5C4)sc3nc2c1` gave OX1R antag-1 7.0 and OX1R antag-2 -10.8.
O=C(NC(C(=O)N/N=C/c1ccccn1)c1n[nH]c(=O)c2ccccc12)c1ccccc1 (centres undefined) was read as OX1R antag-1 12.3 and OX1R antag-2 -2.6.
Screening O=C(c1ccc(NS(=O)(=O)c2ccc(Cl)cc2)cc1)N1CCOCC1 returned OX1R antag-1 7.7 and OX1R antag-2 -13.7.
Screening CCCCOC(=O)c1ccc(NC(=S)NC(=O)c2c(Br)c(C)nn2C)cc1 returned OX1R antag-1 2.9 and OX1R antag-2 -2.9.
For COc1ccc(C(=O)OCC(=O)NC(=O)NC(C)C)cc1OC the results were OX1R antag-1 6.8 and OX1R antag-2 -0.1.
`COc1ccc(NC(=O)CSCC(=O)NCc2ccco2)cc1` gave OX1R antag-1 23.1 and OX1R antag-2 -6.8.
Screening CCOc1ccc(N(CC(=O)NCc2ccco2)S(=O)(=O)c2ccc(OC)c(OC)c2)cc1 returned OX1R antag-1 19.3 and OX1R antag-2 -24.0.
For CC1OC2C(OC1C)N(S(C)(=O)=O)CCN2S(C)(=O)=O (centres undefined) the results were OX1R antag-1 4.4 and OX1R antag-2 12.6.
`COc1cccc(NC(=O)NCc2ccccn2)c1` gave OX1R antag-1 11.0 and OX1R antag-2 -2.4.
`Cc1ccc(CN(CC(=O)N/N=C/c2ccco2)S(=O)(=O)c2ccc(C)cc2)cc1` gave OX1R antag-1 14.1 and OX1R antag-2 -48.6.
Screening Cc1cc(NC(=O)c2ccccc2F)ncc1NC(=O)c1cccs1 returned OX1R antag-1 16.0 and OX1R antag-2 -14.5.
`CC(=O)Nc1ccc(Oc2ccc(NC(C)=O)c(NC(C)=O)c2)cc1` gave OX1R antag-1 -2.9 and OX1R antag-2 5.4.
Screening CCCn1nc(CC(=O)O)c2ccccc2c1=O returned OX1R antag-1 5.5 and OX1R antag-2 1.3.
COc1ccc(Oc2nc(-c3ccccc3)ncc2S(=O)(=O)c2ccccc2)cc1 was read as OX1R antag-1 17.4 and OX1R antag-2 -29.3.
`COc1cc(-c2nc3ccc4ccccc4c3c3c2CCC3)ccc1O` gave OX1R antag-1 11.4 and OX1R antag-2 -17.4.
For CCOC(=O)N1CCC(NCCNC(=O)c2cccs2)CC1 the results were OX1R antag-1 6.6 and OX1R antag-2 -16.5.
`CCCC1C(=O)N(Cc2ccccc2)C(=O)CC1C` (centres undefined) gave OX1R antag-1 9.6 and OX1R antag-2 -8.0.
CCn1nnnc1NC(=O)c1ccc2ccccc2c1 was read as OX1R antag-1 23.1 and OX1R antag-2 -1.9.
For O=C(COC(=O)c1ccc(N2CCCC2=O)cc1)c1ccccc1 the results were OX1R antag-1 15.1 and OX1R antag-2 -6.5.
`O=C(CN1CCN(c2nc(-c3ccccc3)cs2)CC1)Nc1ccc2c(c1)OCO2` gave OX1R antag-1 11.8 and OX1R antag-2 -10.0.
CC(OC(=O)C1CC(=O)N(Cc2ccco2)C1)C(=O)Nc1ccc(F)cc1Cl (centres undefined) was read as OX1R antag-1 -4.0 and OX1R antag-2 -14.9.
CCCCCCCC(=O)NNC(=O)c1c(O)c2ccccc2n(CCC)c1=O was read as OX1R antag-1 3.4 and OX1R antag-2 -45.5.
For O=C(N/N=C/c1ccc(N2CCCCC2)o1)c1ccccc1 the results were OX1R antag-1 15.3 and OX1R antag-2 -9.3.
For FC(F)(F)c1cccc(Cc2noc(CN3C[C@@H]4CCC[C@H]3C4)n2)c1 the results were OX1R antag-1 -2.3 and OX1R antag-2 -9.4.
For O=C(CNC(=O)c1ccc(Br)o1)Nc1cccc(S(=O)(=O)N2CCCC2)c1 the results were OX1R antag-1 24.2 and OX1R antag-2 -20.8.
Screening CSc1ccccc1NC(=O)C1CCN(S(C)(=O)=O)CC1 returned OX1R antag-1 13.9 and OX1R antag-2 13.4.
For CC(OC(=O)c1nsc(Cl)c1Cl)C(=O)NCCc1ccccc1 (centres undefined) the results were OX1R antag-1 7.0 and OX1R antag-2 -13.4.
Screening Cc1cccc2c1NC(C)CC2C (centres undefined) returned OX1R antag-1 14.0 and OX1R antag-2 -11.6.
c1cc(CNc2ccc(N3CCOCC3)cc2)ccn1 was read as OX1R antag-1 36.8 and OX1R antag-2 -23.9.
Screening COc1ccc(C2C(C(=O)O)CC(=O)N2c2ccc(OC)cc2)cc1 (centres undefined) returned OX1R antag-1 16.4 and OX1R antag-2 -12.9.
`CC(CC(C)C(=O)Nc1ccccc1C(C)(C)C)C(=O)O` (centres undefined) gave OX1R antag-1 0.3 and OX1R antag-2 -11.3.
COc1cc2c3c(c1OC)C1(C=CC(=O)C=C1)CC3N(C(=O)c1ccccc1)CC2 (centres undefined) was read as OX1R antag-1 2.2 and OX1R antag-2 -28.1.

Ordered by count of non-hydrogen atoms (high to low): four of the compounds above
COc1ccccc1NC(=O)C1CCN(C(=O)c2ccc(C(C)(C)C)cc2)CC1 was read as OX1R antag-1 0.8 and OX1R antag-2 1.6.
CCCCCCCC(=O)NNC(=O)c1c(O)c2ccccc2n(CCC)c1=O was read as OX1R antag-1 3.4 and OX1R antag-2 -45.5.
Screening COc1ccc(NC(=O)CCC(=O)Nc2nnc(C(C)C)s2)cc1Cl returned OX1R antag-1 15.5 and OX1R antag-2 -20.5.
COc1ccc(NS(=O)(=O)c2cccc3ccccc23)cc1 was read as OX1R antag-1 16.3 and OX1R antag-2 -34.0.

Three compounds drawn at random from the list so far:
`CC(CC(C)C(=O)Nc1ccccc1C(C)(C)C)C(=O)O` (centres undefined) gave OX1R antag-1 0.3 and OX1R antag-2 -11.3.
Screening Cc1cccc2c1NC(C)CC2C (centres undefined) returned OX1R antag-1 14.0 and OX1R antag-2 -11.6.
For CC(OC(=O)c1nsc(Cl)c1Cl)C(=O)NCCc1ccccc1 (centres undefined) the results were OX1R antag-1 7.0 and OX1R antag-2 -13.4.

Screening data: PubChem, The Scripps Research Institute Molecular Screening Center
